Compound activity deposited in PubChem by National Center for Advancing Translational Sciences (NCATS).
Pf growth 96h: Primary qHTS for delayed death inhibitors of the malarial parasite plastid, 96 hour incubation | P. falciparum luciferase reporter growth, 96 h | AID 504834, 2011 | actives 6.9% (n = 320,000) | Potency, µM (top dose mostly 28.7 µM), for the others: at the highest dose activity change, negative = inhibition, usual class: inhibitors; further: potency means the concentration at half of the fitted maximal effect; on the % scale 0 is the no-effect control and ±100 the full control effect
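Two-generation exposure (96 h) targets delayed-death phenotype. Reporter parasites carrying integrated firefly luciferase, in red cells at 2% hematocrit and 0.05% parasitemia final, kept at 37 C, 5% CO2; luminescence loss indicates inhibition.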
LmPK inh: qHTS Assay for Inhibitors of Leishmania Mexicana Pyruvate Kinase (LmPK); Q27686; purified LmPK, Kinase-Glo ATP luminescence, 1 h; Potency, µM (doses to about 57.5 µM), for the others: at the highest dose activity change, negative = inhibition, hits mostly inhibitors; actives 0.37% (n = 290,000); further: potency means the concentration at half of the fitted maximal effect; on the % scale 0 is the no-effect control and ±100 the full control effect
Target sequence (Q27686 whole entry, looked up): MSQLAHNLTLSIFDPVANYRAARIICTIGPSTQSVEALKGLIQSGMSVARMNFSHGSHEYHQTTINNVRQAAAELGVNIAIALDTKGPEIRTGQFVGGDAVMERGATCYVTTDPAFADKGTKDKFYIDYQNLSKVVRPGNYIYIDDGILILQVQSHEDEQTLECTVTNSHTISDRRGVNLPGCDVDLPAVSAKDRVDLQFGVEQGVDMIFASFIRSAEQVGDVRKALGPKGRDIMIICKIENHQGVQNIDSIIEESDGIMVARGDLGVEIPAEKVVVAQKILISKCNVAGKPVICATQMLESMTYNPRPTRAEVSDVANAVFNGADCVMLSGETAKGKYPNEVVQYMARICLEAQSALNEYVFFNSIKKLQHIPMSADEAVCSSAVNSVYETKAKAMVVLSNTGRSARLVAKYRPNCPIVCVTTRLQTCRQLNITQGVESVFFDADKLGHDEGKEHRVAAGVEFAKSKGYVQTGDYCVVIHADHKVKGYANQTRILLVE
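Pyruvate kinase activity monitored as ATP production (luciferase luminescence). Conditions: 0.1 nM enzyme, 0.5 mM PEP, 0.1 mM ADP, 1 h, RT; normalized against uninhibited and no-enzyme wells.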
Pf growth 48h: Primary qHTS for delayed death inhibitors of the malarial parasite plastid, 48 hour incubation; P. falciparum luciferase growth in erythrocytes, 48 h; Potency, µM (doses to about 28.7 µM), inactives show at the top dose activity change, negative = inhibition, hits mostly inhibitors; actives 5.9% (n = 310,000); AID 504832, 2011; further: potency means the concentration at half of the fitted maximal effect; on the % scale 0 is the no-effect control and ±100 the full control effect
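Erythrocytes infected with P. falciparum carrying an integrated firefly luciferase reporter (2% hematocrit, 0.1% parasitemia final) were exposed to compounds in RPMI 1640 with 0.5% Albumax at 37 C, 5% CO2. Growth inhibition was scored as reduced luminescence.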
TbPYK inhibitor: qHTS of Trypanosoma Brucei Inhibitors; pyruvate kinase (Trypanosoma brucei), Q57TT1; TbPYK enzyme, Kinase-Glo Plus ATP luminescence, 45 min; Potency, µM (doses to about 76.8 µM), without a hit: at the top dose activity, negative = inhibition, usual class: inhibitors; actives 0.12% (n = 410,000); AID 624173, 2012; further: potency means the concentration at half of the fitted maximal effect; on the % scale 0 is the no-effect control and ±100 the full control effect; nearly all actives have a fitted effect of over 50% in size
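Enzyme and substrate buffer are dispensed first and compound is pin-transferred. ADP at 130 uM final then starts the reaction, which runs 45 min at room temperature. Detection reagent is added for 10 min before luminescence is imaged.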
Shiga inhibitor: A qHTS for Small Molecule Inhibitors of Shiga Toxin | Vero cells, Shiga toxin protein synthesis inhibition reporter | inhibition, % at 38.7 µM | actives 9.2% (n = 290,000); in the data active means inhibition mostly above about 28%, no sharp cut-off; inactive means mostly below about 43%; further: 0% is about no effect
AmpC no deterg: qHTS Inhibitors of AmpC Beta-Lactamase (assay without detergent). Potency, µM (highest dose often 57.1 µM), inactives show top-dose activity change, negative = inhibition, actives largely listed as inhibitors. P00811. AID 485341, 2010. actives 0.52% (n = 330,000). AmpC nitrocefin hydrolysis, absorbance 480 nm, 0.0001% Triton;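 further: potency means the concentration at half of the fitted maximal effect; plate controls were no compound for no effect and no enzyme for full effect; nearly all actives have a fitted effect of over 20% in size; some results filed as inactive show a strong effect at the top dose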
Target sequence (P00811 whole entry, looked up): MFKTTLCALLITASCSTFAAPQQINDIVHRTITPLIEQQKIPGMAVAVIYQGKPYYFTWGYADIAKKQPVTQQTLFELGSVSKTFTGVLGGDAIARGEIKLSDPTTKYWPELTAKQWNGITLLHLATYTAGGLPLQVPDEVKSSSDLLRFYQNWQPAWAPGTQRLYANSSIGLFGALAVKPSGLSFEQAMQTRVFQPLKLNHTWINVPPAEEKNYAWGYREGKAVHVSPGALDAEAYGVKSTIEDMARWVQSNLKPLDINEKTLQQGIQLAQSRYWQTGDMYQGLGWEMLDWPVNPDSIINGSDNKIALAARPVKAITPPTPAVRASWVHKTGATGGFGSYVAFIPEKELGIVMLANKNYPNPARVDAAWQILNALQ
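AmpC (5.3 nM in the dispensed reagent) in 20 mM phosphate pH 7.0 with 0.01% (detergent screen) or 0.0001% Triton X-100 was preincubated with compounds for 15 min at room temperature. Nitrocefin was then added from an 800 uM solution, and hydrolysis was followed at 480 nm.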
Cycloheximide cs: Cycloheximide Counterscreen for Small Molecule Inhibitors of Shiga Toxin; cell reporter, cycloheximide protein synthesis inhibition counterscreen; max response, %; actives 12% (n = 300,000); AID 2314, 2010; in the data active means max response mostly above about 13%, no sharp cut-off; inactive means mostly below about 14%; further: read at 38.3 µM for the half of the compounds with a filed dose; 0% is about no effect
Active calls of the source: *; ? = inconclusive; nt = no result given; [ ] = dose if it differs, or a comment. Unless noted, the call rests on the fitted dose curve; in most records, active means well fitted curve in the direction sought with a large enough effect; inconclusive means small, poorly fitted or top-dose-only effect, or another doubt; inactive means no such curve, though single readings can be large; an effect the other way counts as inactive or inconclusive.

Below each SMILES: Pf growth 96h | LmPK inh | Pf growth 48h | TbPYK inhibitor | Shiga inhibitor | AmpC no deterg | Cycloheximide cs
C=CCOc1ccc(/C=C/C(=O)OCC(=O)N2CCCc3ccccc32)cc1
→ 20% | nt | ? | -5% | nt | -13% | nt
CCCCCCC(=O)N1C/C=C\C(c2ccc(OC)cc2)N(Cc2ccc(F)cc2)C(=O)[C@H]1Cc1ccccc1 (stereo partly drawn)
→ 7.4µM* | 5% | 9.3µM* | 4% | -6 | -6% | -5
O=C(CCNC(=O)c1ccco1)Nc1ccc(C(F)(F)F)cc1
→ ? | -6% | 3% | -7% | -18 | -1% | -2
CC(C)C(=O)N1CC(=O)Nc2ccc(F)cc2C1c1ccc(F)cc1 (stereo not drawn)
→ 17% | 2% | -9% | -6% | -4 | -1% | 1
O=C(c1ccncc1)N(Cc1ccccc1)Cc1nc2ccccc2c(=O)[nH]1
→ 101%[activator] | -2% | -6% | 5% | -16 | -40% | -3
NC(=O)c1oc2ccccc2c1NC(=O)CN1CCCCC1
→ ? | 2% | 1% | -6% | -3 | -8% | 6
COc1ccc(-c2csc3ncnc(N4CCN(S(=O)(=O)c5cccs5)CC4)c23)cc1
→ 0% | nt | ? | -3% | nt | -7% | nt
Cc1cccn2c(=O)c3cc(C(=O)N4COCC4(C)C)n(C)c3nc12
→ ? | 0% | 27% | 0% | -14 | -17% | -2
COc1cccc(-c2onc3ccc(C(C)=O)cc23)c1
→ 12% | 8% | -8% | 1% | 31 | -11% | 15*
COC(=O)CC1SC(=O)NC1=Nc1ccccc1 (stereo not drawn)
→ 42%[activator] | -5% | -12% | nt | -13 | -13% | -5
CN(C)CCN(C(=O)c1ccc(N2C(=O)CCC2=O)cc1)c1nc2cc3c(cc2s1)OCCO3
→ 0% | 0% | 100%[activator] | nt | 60* | 55% | 38*
O=[N+]([O-])c1ccc(Nc2nc(NCCO)nc(N3CCCC3)n2)cc1
→ 53%[5.75 µM] | 0% | ? | 3% | -5 | 23% | 5
Cc1c(NC(=O)NCCN2C(=O)C3C4C=CC(C4)C3C2=O)c(=O)n(-c2ccccc2)n1C (stereo not drawn)
→ 15µM* | 0% | nt | -3% | -14 | -12% | -2
O=C(OCN1C(=O)c2ccccc2C1=O)c1ccco1
→ ? | 2% | 131%[activator] | -4% | 23 | -9% | 1
CS(=O)(=O)Nc1ccc2c(c1)OCC(=O)N2Cc1ccccc1
→ ? | 0% | -3% | -3% | -2 | -9% | -1
O=C(CNC(=O)c1ccccc1)NCC(=O)OCC(=O)c1ccccc1Cl
→ 2% | 0% | 27% | 2% | -3 | -4% | -2
CN1CCC(N(C)C(=O)/C(C#N)=C/c2ccc(OC(F)F)cc2)CC1
→ -1% | 0% | -8% | -2% | -4 | -36% | -7
COc1cc2c3nnc(-c4ccccc4)c-3cn(Cc3ccccc3F)c2cc1OC
→ ? | -2% | ? | 2% | -18 | -15% | 11
OCC[C@@H]1C[C@@H](O)[C@H](O)[C@@]2(OCc3ccccc32)O1
→ 25% | -4% | 1% | -5% | -4 | -10% | -2
Cc1cc(=O)oc(C)c1C(=O)NCCCN1CCN(c2ccccc2F)CC1
→ ? | 2% | -20% | 6% | 9 | 68%[activator] | -1
CCOC(=O)C1CCN(S(=O)(=O)c2cc3c(cc2C)NC(=O)CO3)CC1
→ ? | -2% | 5% | 4% | -1 | 15% | -2
CC1(c2ccccc2)NC(=O)N(CC(=O)Nc2ccccc2C(=O)NC2CC2)C1=O (stereo not drawn)
→ 2% | -12% | -11% | -3% | -2 | -9% | -2
CCCN1Cc2cccc(C(=O)Nc3ccc(CC)cc3)c2C1=O
→ 0% | 4% | nt | -2% | -17 | -35% | 1
O=C(CNC(=O)c1ccco1)OCC(=O)c1ccc(Cl)cc1
→ 16% | 4% | 0% | -6% | 27 | -8% | 6
Oc1ccccc1NCC(O)Cn1ccc2ccccc21 (stereo not drawn)
→ 2% | -8% | ? | -8% | 21 | -24% | 5
COc1ccccc1-c1c(C)nn2c(N3CCC4(CC3)OCCO4)cc(C)nc12
→ 12% | 0% | ? | -6% | -11 | 167%[activator] | -1
Cn1c(C(=O)NCc2cccnc2)cc2sc(Cl)cc21
→ ? | -2% | 14% | -18% | -2 | -3% | 10
COCCNC(=O)CN(C(=O)c1ccc(N2CCCC2)nc1)c1ccc(Cl)cc1
→ ? | -6% | -18% | -2% | -6 | 168%[activator] | -5
CCCc1nnc(NC(=O)CS(=O)(=O)c2ccccc2)s1
→ 48%[activator] | -3% | 26% | 0% | -5 | -29% | -1
Cc1ccccc1CN1C(=O)c2ccccc2S(=O)c2ccc(C(=O)NCCCN3CCOCC3)cc21 (stereo not drawn)
→ 1.5µM* | 12% | ? | 1% | -11 | 195%[activator] | -2
COc1cc2c(C(=O)N3CCN(Cc4ccc5c(c4)OCO5)CC3)cn(C)c(=O)c2cc1OC
→ -5% | 1% | ? | -9% | -14 | 85%[activator] | -3
O=S1(=O)CC/C(=N\Nc2ccc(F)cc2)c2ccsc21
→ ? | -1% | 9% | -6% | -3 | -60% | 4
O=C(CCS(=O)(=O)c1ccc(Cl)cc1)Nc1nccs1
→ ? | nt | ? | -2% | nt | -15% | nt
CCn1c2ccccc2c2nnc(SCCCn3c(=O)[nH]c4ccccc43)nc21
→ 2.3µM* | 4% | 7.4µM* | 4% | 15 | -9% | -5
COC(CNC(=O)c1ccc2c(c1)ncn2-c1ccc(C)cc1C)OC
→ ? | 3% | ? | 4% | 3 | 19% | -4
O=C1CC(N2CCC(c3nc4ccccc4[nH]3)CC2)C(=O)N1c1ccccc1F (stereo not drawn)
→ 0% | 1% | -12% | 4% | -4 | -15%[2.29 µM] | -2
O=C(CCc1n[nH]c(=O)[nH]c1=O)N1CCCCC1
→ ? | -2% | -3% | -5% | -8 | -11% | 2
CCCn1nc(NS(=O)(=O)c2cccc3nonc23)c2cc3ccccc3nc21
→ 20% | 0% | 12% | 6% | -3 | -33% | -2
O=C1NC(=Nc2ccccc2)S/C1=C\C=C\c1ccco1
→ ? | 0% | ? | -16% | -8 | 14µM* | 4
COc1ccc(CNC(=O)c2cnc3scc(C)n3c2=O)cc1
→ 21% | -2% | 5% | -12% | -6 | 9% | -2
COc1cccc(C2c3[nH]c4ccccc4c3C[C@H]3C(=O)N(CCCCCO)CC(=O)N23)c1 (stereo partly drawn)
→ ? | -4% | ? | 14% | -6 | 150%[activator] | -6
CCOC(=O)c1c(C)n(CCNC(C)=O)c2ccc(O)cc12
→ 22% | 7% | nt | 0% | -12 | -3% | -4
COC(=O)c1sccc1NC(=O)c1cc(-c2ccc(C)cc2C)nc2ccccc12
→ ? | 3% | ? | -4% | -8 | -33% | -2
Cc1ccccc1NC(=O)NCCc1nc2ccccc2[nH]1
→ 64%[activator] | 6% | -7% | 28% | 8 | -23% | -3
COc1ccc(-n2nc(C(=O)NCC(=O)N3CCN(c4ccccc4OC)CC3)c3ccccc3c2=O)cc1OC
→ ? | 0% | 1.7µM* | -2% | -7 | 115%[activator] | 3
Cc1ccc(N2C(=O)N(CC(=O)Nc3cc(F)ccc3C)C(=O)C2C)cc1 (stereo not drawn)
→ 28% | nt | 9% | -7% | nt | -9% | nt
CCN1C(=O)/C(=c2\sc3nc(=O)c(Cc4ccccc4)nn3c2=O)c2ccccc21
→ 30%[activator] | -20% | 4% | -21% | 22 | -13% | -2
CCCC(=O)Nc1sc(C)c(C)c1C(=O)Nc1cccc(C)c1
→ 17% | 4% | ? | -13% | 10 | -22% | -3
COc1c(C(=O)NC(=S)Nc2nnn(C)n2)cc2ccccc2c1Br
→ 0% | 1% | -6% | -6% | -3 | -24% | 10
COc1ccc(NC2CC(=O)N(c3ccccc3)C2=O)cc1 (stereo not drawn)
→ nt | -2% | nt | 4% | 29 | -3% | 8
CCOc1cc(NC(=S)NC)c(OCC)cc1NC(=O)c1ccc(OC)cc1
→ 28% | 1% | -15% | 14% | 29 | 19% | -4
COc1ccc(CN(Cc2ccc(OC)cc2)C(=O)c2cccs2)cc1
→ -7% | 4% | ? | -25% | 15 | -18% | 4
COc1ccc(C(C(=O)NC2CCCC2)N(C(=O)c2csnn2)C2CCCC2)cc1 (stereo not drawn)
→ ? | -5% | -18% | 2% | 3 | 23% | -5
Cc1ccc(C2CC(c3cccs3)=NN2C(=O)CSc2nc3ccccc3o2)cc1 (stereo not drawn)
→ ? | 1% | 10% | -5% | 28 | -11% | 3
CN1C(=O)C(C)(C)c2cc(S(=O)(=O)N3CCN(c4ccccc4)CC3)ccc21
→ ? | -4% | ? | -4% | 23 | 163%[activator] | 4
CC1(C)CC(=O)C(N=Nc2ccc(-c3ccccc3)cc2)=C(O)C1
→ -3% | 2% | -16% | -7% | -7 | -24%[11.4 µM] | 6
C1CN(c2nc3nonc3nc2N2C[C@H]3CC[C@H]2C3)CCS1
→ ? | 2% | -2% | 0% | -11 | -24% | -2

Full records from above. Order of values: Pf growth 96h	LmPK inh	Pf growth 48h	TbPYK inhibitor	Shiga inhibitor	AmpC no deterg	Cycloheximide cs
Entry for `COc1ccc(-n2nc(C(=O)NCC(=O)N3CCN(c4ccccc4OC)CC3)c3ccccc3c2=O)cc1OC` = ?	0%	1.7µM*	-2%	-7	115%[activator]	3
Entry for `Cc1ccccc1NC(=O)NCCc1nc2ccccc2[nH]1` = 64%[activator]	6%	-7%	28%	8	-23%	-3

Rewritten with each value named: entries from further up.
O=S1(=O)CC/C(=N\Nc2ccc(F)cc2)c2ccsc21
  Pf growth 96h: ?
  LmPK inh: -1%
  Pf growth 48h: 9%
  TbPYK inhibitor: -6%
  Shiga inhibitor: -3
  AmpC no deterg: -60%
  Cycloheximide cs: 4
O=C(CCS(=O)(=O)c1ccc(Cl)cc1)Nc1nccs1
  Pf growth 96h: ?
  LmPK inh: nt
  Pf growth 48h: ?
  TbPYK inhibitor: -2%
  Shiga inhibitor: nt
  AmpC no deterg: -15%
  Cycloheximide cs: nt
CCn1c2ccccc2c2nnc(SCCCn3c(=O)[nH]c4ccccc43)nc21
  Pf growth 96h: 2.3µM*
  LmPK inh: 4%
  Pf growth 48h: 7.4µM*
  TbPYK inhibitor: 4%
  Shiga inhibitor: 15
  AmpC no deterg: -9%
  Cycloheximide cs: -5
COC(CNC(=O)c1ccc2c(c1)ncn2-c1ccc(C)cc1C)OC
  Pf growth 96h: ?
  LmPK inh: 3%
  Pf growth 48h: ?
  TbPYK inhibitor: 4%
  Shiga inhibitor: 3
  AmpC no deterg: 19%
  Cycloheximide cs: -4
